Screening data deposited in PubChem BioAssay by National Center for Advancing Translational Sciences (NCATS).
LmPK inhibitor = inhibitors of Leishmania mexicana pyruvate kinase; purified LmPK, Kinase-Glo ATP luminescence, 1 h; Q27686; actives 0.37% (n = 290,000); Potency, µM (titrated, usually from 57.5 µM), for inactives: at the highest dose activity change, negative = inhibition, actives largely listed as inhibitors; note: potency is the fitted concentration of half-maximal effect
Target sequence (Q27686 whole entry, looked up): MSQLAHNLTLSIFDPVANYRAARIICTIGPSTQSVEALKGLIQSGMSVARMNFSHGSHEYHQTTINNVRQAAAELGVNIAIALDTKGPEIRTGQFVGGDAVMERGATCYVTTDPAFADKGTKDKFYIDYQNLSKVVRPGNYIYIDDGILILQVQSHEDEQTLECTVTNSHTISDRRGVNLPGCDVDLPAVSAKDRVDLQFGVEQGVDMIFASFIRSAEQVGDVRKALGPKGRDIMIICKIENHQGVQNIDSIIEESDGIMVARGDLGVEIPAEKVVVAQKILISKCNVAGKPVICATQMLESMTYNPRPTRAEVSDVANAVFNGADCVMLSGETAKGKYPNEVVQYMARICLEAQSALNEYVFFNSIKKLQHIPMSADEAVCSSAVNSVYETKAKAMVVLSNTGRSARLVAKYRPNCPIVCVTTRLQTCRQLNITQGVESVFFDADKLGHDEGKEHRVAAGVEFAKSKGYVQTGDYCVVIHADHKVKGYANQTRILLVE
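0.1 nM LmPK, 0.5 mM PEP, 0.1 mM ADP; 50 mM imidazole pH 7.2, 7 mM MgCl2, 50 mM KCl; 1 h RT. Kinase-Glo luminescence readout, normalized to no-enzyme (full inhibition) and uninhibited wells.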
AMA1-RON2 inh = inhibitors of Plasmodium falciparum AMA1-RON2 interaction. AlphaScreen AMA1-biotinylated RON2 peptide binding. Potency, µM (highest dose often 58.2 µM), inactives show at the highest dose activity change, negative = inhibition, actives largely listed as inhibitors. actives 0.2% (n = 360,000). AID 720542;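 note: potency is the fitted concentration of half-maximal effect; 0% = vehicle wells and -100% = peptide control; nearly all actives have a fitted effect of over 45% in size; some results filed as inactive show a strong effect at the top dose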
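AMA1 (3D7) with his tag at 25 nM final met compounds first, then biotinylated RON2 peptide at 25 nM; detection used donor plus acceptor beads, 10 µg/mL apiece, read by AlphaScreen after 30 min at room temperature.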
Sm TGR inh = blocks Schistosoma mansoni thioredoxin glutathione reductase. Q962Y6. purified TGR, DTNB reduction, TNB absorbance 405 nm. Potency, µM (series often up to 114 µM), inactives show top-dose activity change, negative = inhibition, usual class: inhibitors. actives 3% (n = 360,000). AID 485364; note: potency is the fitted concentration of half-maximal effect; nearly all actives have a fitted effect of over 60% in size
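Kinetic colorimetric format: TGR-catalysed, NADPH-driven DTNB reduction monitored via TNB absorbance. Enzyme dispensed at 20 nM; compound exposure 15 min at room temperature before reaction start.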
AmpC detergent = inhibitors of E. coli AmpC beta-lactamase with detergent | Potency, µM (highest dose often 114 µM), for the others: at the highest dose activity change, negative = inhibition, hits mostly inhibitors | AmpC hydrolysis of nitrocefin, absorbance 480 nm, 0.01% Triton | actives 0.041% (n = 370,000) | P00811;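 note: potency is the fitted concentration of half-maximal effect; 0% = no-compound wells and -100% = no-enzyme wells; nearly all actives have a fitted effect of over 25% in size; some results filed as inactive show a strong effect at the top dose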
Target sequence (P00811 whole entry, looked up): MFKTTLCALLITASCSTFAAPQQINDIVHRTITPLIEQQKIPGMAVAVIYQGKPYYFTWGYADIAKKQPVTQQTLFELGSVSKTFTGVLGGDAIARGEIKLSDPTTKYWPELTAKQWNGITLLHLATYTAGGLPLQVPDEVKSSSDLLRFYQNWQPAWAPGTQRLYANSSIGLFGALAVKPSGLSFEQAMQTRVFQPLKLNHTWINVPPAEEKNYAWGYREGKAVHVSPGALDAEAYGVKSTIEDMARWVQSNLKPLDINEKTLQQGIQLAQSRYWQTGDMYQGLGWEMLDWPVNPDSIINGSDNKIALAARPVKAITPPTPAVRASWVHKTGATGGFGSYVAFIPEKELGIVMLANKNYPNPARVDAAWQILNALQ
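20 mM phosphate pH 7.0 + 0.01% (detergent screen) or 0.0001% Triton X-100; 5.3 nM AmpC reagent; cpd preinc 15 min RT; nitrocefin (800 uM stock) to start; A480 q20 s × 4 min; Activity was normalised to no-enzyme and no-compound control wells.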
TbPYK inhibitor = T. brucei pyruvate kinase inhibition; Q57TT1; TbPYK enzyme, Kinase-Glo Plus ATP luminescence, 45 min; Potency, µM (titrated, usually from 76.8 µM), without a hit: at the highest dose activity, negative = inhibition, actives largely listed as inhibitors; actives 0.12% (n = 410,000); note: potency is the fitted concentration of half-maximal effect; nearly all actives have a fitted effect of over 50% in size
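TbPYK + substrate in 50 mM TEA pH 7.2, 100 mM KCl, 10 mM MgCl2, 0.05% BSA, 0.01% Tween-20; cpd pinned; ADP 130 uM final; 45 min RT; Kinase-Glo Plus 10 min; luminescence endpoint.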
AmpC inh no detg = inhibitors of E. coli AmpC beta-lactamase without detergent. Potency, µM (top dose mostly 57.1 µM), without a hit: at the top dose activity change, negative = inhibition, most hits filed as inhibitors. AmpC nitrocefin hydrolysis, absorbance 480 nm, 0.0001% Triton. actives 0.52% (n = 330,000). AID 485341. P00811;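 note: potency is the fitted concentration of half-maximal effect; plate controls were no compound for no effect and no enzyme for full effect; nearly all actives have a fitted effect of over 20% in size; some results filed as inactive show a strong effect at the top dose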
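AmpC (5.3 nM in the dispensed reagent) in 20 mM phosphate pH 7.0 with 0.01% (detergent screen) or 0.0001% Triton X-100 was preincubated with compounds for 15 min at room temperature. Nitrocefin was then added from an 800 uM solution, and hydrolysis was followed at 480 nm.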
HCMV antiviral = blocks human cytomegalovirus replication. HFF cells, HCMV-luciferase reporter, 72 h; hits give low values. activity change, negative = inhibition, % at 57.5 µM. actives 4.5% (n = 410,000). AID 1259415; in the data active = activity change below about -60%; inconclusive = no clear call, values can overlap the other calls; inactive = above about -39%
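Steps: HFFs plated, 16 h 37C; compounds added; HCMV-luciferase added to MOI 1 PFU/cell; 72 h 37C; OneGlo reagent, 5 min room temperature; luminescence read, normalized to controls.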
Active calls of the source: *; ? = inconclusive; · = not tested or not shown; & = joins results of further samples; [ ] = another dose, or the depositor's remark. Unless noted, calls come from the whole dose curve; as a rule, active = well fitted curve in the direction sought with a large enough effect; inconclusive = small, poorly fitted or top-dose-only effect, or another doubt; inactive = no such curve, though single readings can be large; an effect the other way counts as inactive or inconclusive. Unless noted, % is set by controls: 0 for no effect and ±100 for the full control effect.

Results follow in this order: AMA1-RON2 inh | LmPK inhibitor | HCMV antiviral | AmpC inh no detg | Sm TGR inh | AmpC detergent | TbPYK inhibitor
1) CC1CCC(NC(=O)C2COc3ccccc3O2)CC1 (stereo not given)
 : 1% | · | 6 | -13% | ? | 5% | -3%
2) O=C(CCN1C(=O)C2C3C=CC(C3)C2C1=O)N1CCN(c2ccccn2)CC1 (stereo not given)
 : 21% | 1% | -9 | -2% | -14% | -11% | 0%
3) O=C(NNC(=O)C1CC2CCC1C2)c1ccccc1 (stereo not given)
 : 17% | 0% | -2 | -25% | 3% | ? | 5%
4) Nc1[nH]nc2nc(N3CCCC3)nc(-c3ccccc3)c12
 : 7% | 6% | 29 | -6% | 0% | -2% | 4%
5) COc1ccc(S(=O)(=O)NCCSc2nnnn2-c2ccccc2)cc1OC
 : · | · | 2 | · | -6% | -4% | 6%
6) CC(C)[C@@H]1Cc2[nH][nH]c(=O)c2[C@H](c2ccc(F)cc2)O1
 : 64%[activator] | · | -8 | · | · | · | -14%
7) Cc1cc(C)cc(NC(=O)c2oc3ccccc3c2COc2ccccc2)c1
 : -3%[2.32 µM] | -1% | 28 | -57% | -8% | -2% | -6%
8) O=[N+]([O-])c1cc([N+](=O)[O-])c(Oc2cccc3ccccc23)cc1NN1CCCCC1
 : -15% | · | -11 | · | · | · | 3%
9) CCC(C)NC(=O)c1ccc2c(=O)n3c(nc2c1)CCCCC3 (stereo not given)
 : · | · | 27 | · | 3% | 11% | 2%
10) CCn1c(SCC(=O)N(C)c2c(N)n(Cc3ccccc3)c(=O)[nH]c2=O)nc2ccccc21
 : 12% | 3% | 10 | 19% | 2% | -5% | 10%
11) COc1ccc(NC(=O)c2c(C)cc(=O)oc2C)c(OC)c1
 : 3% | 1% | 63 | -12% | 2% | 1% | -10%
12) C[C@H](CO)N1C[C@H](C)[C@H](CN(C)Cc2ccncc2)Oc2ccc(NC(=O)Nc3ccc(C(F)(F)F)cc3)cc2CC1=O
 : 2% | · | 1 | 216%[activator] | · | · | 4%
13) CCC(CC)C(=O)Nc1cccc(C(=O)Nc2nnc(C)s2)c1
 : -4% | 4% | 5 | -28% | · | -2% | 2%
14) COc1ccc(NC(=O)CN(C)C(=O)C2(c3ccccc3)CCCC2)cc1
 : -3% | · | -20 | -4% | · | · | 2%
15) O=S(=O)(c1cccc2nonc12)N1CCCCC1
 : 7% | -16% | -1 | -2% | -19% | 8% | -6%
16) COc1ccc(-c2cc(C(=O)N(C)CCc3ccc(OC)c(OC)c3)c3ccccc3n2)cc1
 : 9% | -5% | 114 | -18% | 0% | -3% | 1%
17) COc1ccc(/C=C2/SC(=S)N(CCCC(=O)Nc3ccc(O)cc3)C2=O)cc1OC
 : -10% | -1% | -73* | 12% | -6% | 4% | 3%
18) C[C@@H]1CN([C@H](C)CO)C(=O)CCCn2nncc2CO[C@@H]1CN(C)C(=O)Nc1ccc(N2CCCCC2)cc1
 : -7% | · | 0 | · | · | · | 13%
19) COC(=O)c1ccc(C2NCCc3cc(OC)c(OC)cc32)cc1 (stereo not given)
 : 2% | -3% | 48 | -29% | 5% | -4% | -3%
20) Cc1cccc(C(C)C)c1NC(=O)COC(=O)CCN1C(=O)C2CC=CCC2C1=O (stereo not given)
 : -4% | -9% | -9 | 22% | -12% | 7% | -17%
21) O=C(NCCCN1CCCC1=O)Nc1ccc(Br)cc1Cl
 : 0% | -5% | 61 | -2% | 4% | 7% | -2%
22) CCn1c(=S)[nH]c2sc3c(c2c1=O)CCCCC3
 : 128%[activator] | 2% | ? | 0%[2.29 µM] | -1% | -10% | -25%
23) COC(=O)c1cccc(NC(=O)NC(=O)c2ccc(Cl)cc2)c1
 : -14% | -1% | 36 | -7% | 9% | 13% | 1%
24) Cc1ccc(Cl)cc1N1CCN(C(=O)Cc2c(C(=O)O)[nH]c3ccc(Cl)cc23)CC1
 : 6% | 14% | -2 | 108%[activator] | -5% | ? | 2%
25) COc1ccc(NC(=O)C2=CC(c3ccco3)=NS(=O)(=O)N2C)cc1OC
 : -6% | -5% | 1&1 | -15% | -16%&-1% | -4%&-1% | -3%&-9%
26) CCOC(=O)N1CCC(N2CCN(S(=O)(=O)c3ccc(OC)cc3)CC2)CC1
 : ? | -5% | -31 | 162%[activator] | -15% | 0% | 19%
27) CC1(C)Cc2c(sc(NC(=O)Nc3ccccc3)c2C(N)=O)CO1
 : 5% | 3% | 154 | -19% | 0% | 0% | -5%
28) CCCN(CCO)Cc1ccc(Br)cc1
 : -3% | -1% | -21 | -14% | 9% | 0% | 13%
29) C=CCNc1cnn(-c2ccc(C)cc2)c(=O)c1Cl
 : 1% | -5% | 45 | -6% | 9% | 2% | -1%
30) COc1ccc(C2=C(C=O)Cc3ccccc3O2)cc1
 : -7% | · | ? | · | · | · | -4%

Reprinted from the part before: 2 entries, then new ones.
Results follow in this order: AMA1-RON2 inh | LmPK inhibitor | HCMV antiviral | AmpC inh no detg | Sm TGR inh | AmpC detergent | TbPYK inhibitor
29) C=CCNc1cnn(-c2ccc(C)cc2)c(=O)c1Cl
 : 1% | -5% | 45 | -6% | 9% | 2% | -1%
30) COc1ccc(C2=C(C=O)Cc3ccccc3O2)cc1
 : -7% | · | ? | · | · | · | -4%
31) CCOC(=O)CN1C(=O)C(CC)Oc2ccccc21 (stereo not given)
 : 3% | -8% | 23 | -9% | 0% | ? | 4%
32) CCC(=O)Nc1cccc(C2=NN(c3ccccc3)C(c3ccc(OC)cc3)C2)c1 (stereo not given)
 : 54%[activator] | -3% | -36 | -6% | 8% | 1% | -4%
33) CC1(C)CC(=O)C2=C(C1)OC(N)=C(C#N)C2c1ccoc1 (stereo not given)
 : 12% | 4% | 56 | 1% | -15% | 2% | 6%
34) CC(=O)c1ccc(NC(=O)COC(=O)CCN2C(=O)c3cccc([N+](=O)[O-])c3C2=O)cc1
 : 10% | 0% | -19 | -21% | -11% | -7% | 3%
35) S=C(NCCC1=CCCCC1)Nc1ccccc1
 : 0% | 5% | -67* | -30% | 0% | 3% | -9%
36) N#CCSCC(=O)Nc1ccc(F)cc1
 : 1% | -7% | -7 | -13% | 6% | ? | 3%
37) Cc1cc(C)c(Cn2c3ccccc3c3cnn(CC(=O)NCCCc4ccccc4)c(=O)c32)c(C)c1
 : · | · | 19 | · | 3% | 11% | 1%
38) CC(C)C[C@H](NC(=O)N1CC(=O)Nc2ccccc21)C(=O)N[C@H](Cc1c[nH]c2ccccc12)C(=O)O
 : 0% | 8% | -23 | -14% | -16% | ? | -3%
39) O=C(Nc1nnc([C@@H]2C[C@H](O)[C@@H](CO)O2)s1)Nc1ccc(F)cc1F
 : 23% | · | -2 | · | · | · | -6%
40) COc1cccc(NC(=O)CSc2nnc(-c3ccoc3C)n2C)c1
 : 1% | -1% | 34 | -8% | -1% | -6% | 1%
41) CC1(C2(O)CCCCC2)NCCc2ccccc21 (stereo not given)
 : -7% | · | -13 | -7% | -2% | -2% | -2%
42) Cc1ccc(NC(=O)OCc2ccccc2S(C)=O)cc1 (stereo not given)
 : 16% | 11% | 7 | -6% | 1% | ? | 0%
43) CCN(CC)CCCOc1ccc(C)cc1Br
 : 11% | 2% | 14 | 0% | 6% | -1% | 13%
44) C/C(=N\OCc1ccc(C#N)cc1)c1ccc(S(=O)(=O)N(C)C)cc1
 : -7% | 2% | ? | -17% | -5% | -9% | 8%
45) NC(=S)Nc1cccc(-c2n[nH]c(=S)o2)c1
 : 39%[activator] | -10% | ? | -20% | 6% | 5% | -7%
46) Cc1cccc(C)c1-n1c(C)cc(/C=C2\C(=O)NN(c3ccccc3)C2=O)c1C
 : ? | 3% | 11 | -45% | 0% | -7% | -5%
47) Cn1c(NCc2ccccc2F)nc2cc(-c3cccc(Cl)c3)sc2c1=O
 : 1% | · | 12 | · | · | · | 0%
48) CC1(C(=O)NS(=O)(=O)C2CC2)CCN(C(=O)c2cc3ccccc3s2)C1 (stereo not given)
 : -1% | · | 9 | · | · | · | -6%
49) O=C(Nc1cccc(S(=O)(=O)NC2=NCCC2)c1)C1CCCCC1
 : 16% | 3% | -29 | -28% | 15% | 0% | 3%
50) N#C/C(=C/c1ccc(CNC(=O)C(=O)Nc2cc(Cl)cc(Cl)c2)o1)C(=O)NCc1cccnc1
 : 18% | 0% | -24 | -13% | -23% | -6% | 4%
51) Cc1ccc([C@H]2C[C@H](n3cc(-c4ccc(F)cc4)nn3)[C@@H](O)CN2CC2CCCCC2)cc1
 : -7% | · | 5 | · | · | · | -14%
52) CN=C(C)/C(C(=O)OC)=C(/O)c1ccc(Cl)cc1Cl
 : -21% | -5% | 8 | 0% | 11% | 2% | 2%
53) COc1cc(CO)ccc1Oc1nnnn1-c1ccc(C(N)=O)cc1
 : -5% | -2% | 73 | -21% | 22% | 5% | 8%
54) Cc1cc(NC(=O)c2cnn3cccnc23)nn1CC(=O)Nc1cccnc1
 : 68%[activator] | -10% | -28 | -13% | 11% | ? | 1%
55) Cc1cc2c(OCC(O)CNCc3ccco3)cccc2[nH]1 (stereo not given)
 : 29% | 2% | -19 | -10% | -31% | -4% | -1%
56) COc1ccc(OC)c(S(=O)(=O)N2CCN(c3ccccc3OC)CC2)c1
 : 3% | -4% | 49 | 36% | 0% | 1% | 0%
57) COc1ccccc1OCC(=O)Nc1c(C(=O)c2ccc(C)cc2)oc2ccccc12
 : · | · | -6 | · | -1% | 19% | 5%
58) Cc1cccc(NC(=O)CSc2nnc(-c3cccs3)o2)c1
 : · | · | 53 | · | -5% | 16% | 0%
59) CCc1noc(C)c1C(=O)Nc1nc(-c2ccc(OC)c(OC)c2)cs1
 : -22% | · | -26 | 96%[activator] | -7% | -17% | -4%
60) COc1cc(C(=O)O/N=C2/C=C(C)C(=O)C=C2C)cc(OC)c1OC
 : 1% | 1% | -33 | -12% | -9% | ? | -4%
61) COc1ccc(CCNC(=O)CSc2nnc(Cc3cccn3C)n2C)cc1OC
 : -27% | 7% | 5 | 36% | -22% | ? | -5%
62) Cc1cc(C)n2nc(C(=O)OCC(=O)N(C)CC(=O)Nc3ccc(F)cc3)nc2n1
 : -6% | · | -10 | -9% | -2% | ? | 0%

This is a random part of the collection; 7.4% or so of the library scored in one or more.
